# p-CIP stab down: p/CIP-EGFP fusion destabilizers, primary screen, fluorescence, F442A cells. Q05BA5. 16 h. decrease of EGFP signal, % at 10 µM. 290,000 tested, 0.01% active. AID 1984, 2009;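 active = EGFP signal decrease of at least 30% at 10 µM or well 3 SD below plate mean, unless failing retest; inactive = the rest, including hits failing retest or dose response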; note: some compounds called inactive have numbers as strong as hits; many of its hits are not listed in these tables
# MEKK3 PB1 HTS: modulators of MEKK3-MEK5 PB1 binding, primary screen, biochemical, wildtype MEKK3, multiplex bead flow cytometry, Alexa488-MEK5. Mitogen-activated protein kinase kinase kinase 3 (Homo sapiens), Q99759. bead-based flow cytometry, Alexa488-MEK5 binding to MEKK3; actives lie on both sides; 0 = blocked by unlabeled MEK5, 100 = vehicle. binding response (% of control), % at 10 µM. 290,000 tested, 1.4% active;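 active = binding response more than 3 SD above or below the average of its plate-row segment, actives on both sides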;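 note: Alexa488 bead fluorescence after subtracting the streptavidin-only scavenger bead signal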
# Target sequence (Q99759 whole entry, looked up): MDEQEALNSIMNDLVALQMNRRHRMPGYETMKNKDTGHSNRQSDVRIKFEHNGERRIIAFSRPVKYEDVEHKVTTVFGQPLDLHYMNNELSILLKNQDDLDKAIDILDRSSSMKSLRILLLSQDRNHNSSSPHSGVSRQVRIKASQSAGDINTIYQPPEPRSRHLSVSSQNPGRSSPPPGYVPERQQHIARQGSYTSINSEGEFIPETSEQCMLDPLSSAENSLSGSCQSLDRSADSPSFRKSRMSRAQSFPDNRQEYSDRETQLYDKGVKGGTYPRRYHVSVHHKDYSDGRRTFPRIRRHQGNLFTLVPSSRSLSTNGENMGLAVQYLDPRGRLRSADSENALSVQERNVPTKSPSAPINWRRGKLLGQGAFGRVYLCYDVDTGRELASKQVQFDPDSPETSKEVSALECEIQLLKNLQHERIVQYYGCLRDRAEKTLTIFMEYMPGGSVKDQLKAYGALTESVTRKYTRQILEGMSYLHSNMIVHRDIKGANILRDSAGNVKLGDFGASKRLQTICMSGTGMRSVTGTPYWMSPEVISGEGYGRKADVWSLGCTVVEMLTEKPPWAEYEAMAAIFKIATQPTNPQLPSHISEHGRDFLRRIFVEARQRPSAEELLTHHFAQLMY
# IMP-1 inhibitor: IMP-1 metallo-beta-lactamase inhibitors, primary screen, biochemical, epi-absorbance readout, Pseudomonas aeruginosa enzyme | metallo-beta-lactamase IMP-1 (Pseudomonas aeruginosa) | purified IMP-1, nitrocefin hydrolysis, epi-absorbance fluorescence | inhibition, % at 5.6 µM | 290,000 tested, 0.45% active | AID 1556, 2009;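 active = inhibition above the mean plus 3 SD of all compounds in the same screening run, cut at about 4.5% in these data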;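 note: 0% = IMP-1 with DMSO and 100% = DMSO wells lacking enzyme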
#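 assay system = purified recombinant IMP-1 metallo-beta-lactamase enzyme | schedule = 15 min preincubation plus 25 min reaction at 25 °C | signal = Epi-absorbance fluorescence, 480 nm excitation, 530 nm emission | read-out basis = percent inhibition from optical density relative to buffer-blank wells | controls = IMP-1 with DMSO as 0%, enzyme-free DMSO as 100%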
# SUMO HTRF inh: inhibitors of in vitro SUMOylation cascade, primary screen, biochemical, HTRF, uHTS; HTRF SUMOylation assay, SAE1/SAE2 + UBC9; inhibition, % at 35 µM; 290,000 tested, 0.36% active; AID 2006, 2009; in the data active = inhibition above about 50%, passing the limit was not always enough; note: strong numbers were not always called active
# Target sequence (P63279 whole entry, looked up): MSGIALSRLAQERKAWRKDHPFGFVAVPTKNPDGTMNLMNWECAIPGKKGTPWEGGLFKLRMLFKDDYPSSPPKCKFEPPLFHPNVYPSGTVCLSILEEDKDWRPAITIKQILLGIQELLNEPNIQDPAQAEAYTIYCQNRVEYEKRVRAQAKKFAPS
# DNA FID counter: compounds displacing fluorescent DNA intercalator, primary screen, artefact control for HCV NS3 helicase inhibitor project, biochemical, FID fluorescence | DNA fluorescent intercalator displacement | inhibition, % at 7.9 µM | 290,000 tested, 0.17% active | AID 1845, 2009; in the data active = inhibition above about 37%;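 note: 0% = vehicle and 100% = reference compound; higher means more ethidium bromide displaced from hairpin DNA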
# NS3 helicase inh: inhibitors of HCV NS3 helicase, primary screen, biochemical, Cy5 molecular beacon fluorescence; Hepatitis C virus NS3 helicase; NS3 helicase DNA unwinding; inhibition, % at 10.9 µM; 290,000 tested, 0.56% active; AID 1800, 2009;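 active = inhibition above the mean of all tested compounds plus 3 SD, set per campaign, cut at about 35% in these data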;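 note: 0% = DMSO wells and 100% = thioflavine S control wells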
#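 Material: hepatitis C virus NS3 helicase domain fragment enzyme; measured by: Cy5 fluorescence, 0 and 60 min reads; control set: DMSO and thioflavine S; incubation: 60 min unwinding reaction at 25 °C after ATP addition; read-out basis: % inhibition from 60/0 min fluorescence ratio, DMSO 0%, thioflavine S 100%; repeats: singlicate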
# IDE cell activ: human IDE activators in live cells, primary screen, fluorescence polarization, HEK cells, FAbeta-B substrate | Insulin-degrading enzyme (Homo sapiens), P14735 | FAbeta-B cleavage; 0% vehicle, 100% cell-free pure enzyme wells | activation, % at 5.96 µM | 340,000 tested, 0.073% active | AID 493087, 2011;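 active = activation above the mean of all tested compounds plus 3 SD, set per screening campaign, cut at about 17% in these data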
# VIM-2 inhibitor: VIM-2 metallo-beta-lactamase inhibitors, primary screen, biochemical, epi-absorbance readout, Pseudomonas aeruginosa enzyme; purified VIM-2, nitrocefin hydrolysis, epi-absorbance fluorescence; inhibition, % at 5.6 µM; 290,000 tested, 0.89% active;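 active = inhibition above the mean of all tested compounds plus 3 SD, cutoff set per screening run, cut at about 7.5% in these data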;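 note: red hydrolysis product quenches plate fluorescence so inhibitors raise well fluorescence; 0% = enzyme with DMSO and 100% = DMSO without enzyme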
# PHOSPHO1 inh: PubChem AID 1565; Phosphoethanolamine/phosphocholine phosphatase (Homo sapiens), Q8TCT1; recombinant PHOSPHO1, absorbance phosphatase assay; inhibition, % at 13.3 µM; 290,000 tested, 1.1% active; in the data active = inhibition above about 60%
# Target sequence (Q8TCT1 whole entry, looked up): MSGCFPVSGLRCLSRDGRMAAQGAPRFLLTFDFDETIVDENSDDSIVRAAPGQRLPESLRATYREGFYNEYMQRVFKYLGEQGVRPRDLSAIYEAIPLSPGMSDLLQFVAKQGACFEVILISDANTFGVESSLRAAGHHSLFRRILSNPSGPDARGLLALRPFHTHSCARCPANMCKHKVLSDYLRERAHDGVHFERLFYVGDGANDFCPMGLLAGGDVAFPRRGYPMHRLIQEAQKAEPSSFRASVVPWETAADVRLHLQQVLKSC
# Active calls of the source: *; . = not tested or not shown; & = joins results of further samples; [ ] = dose if it differs, or a comment. Some of the compounds tested; rates above refer to the full screens.
# Preview (2 entries):
SMILES,p-CIP stab down,MEKK3 PB1 HTS,IMP-1 inhibitor,SUMO HTRF inh,DNA FID counter,NS3 helicase inh,IDE cell activ,VIM-2 inhibitor,PHOSPHO1 inh
CC(C)CNS(=O)(=O)c1cc(C(=O)O)c(Cl)cc1Cl,2,83,-5.4,-7,2,6,-3,-2.3,-7
C[C@@H](NC(=O)c1coc(=O)c(Br)c1)c1ccccc1,-20,95,-1.0,13,4,-1,1,-1.1,-20

# Main list, from the first entry:
SMILES,p-CIP stab down,MEKK3 PB1 HTS,IMP-1 inhibitor,SUMO HTRF inh,DNA FID counter,NS3 helicase inh,IDE cell activ,VIM-2 inhibitor,PHOSPHO1 inh
CC(C)CNS(=O)(=O)c1cc(C(=O)O)c(Cl)cc1Cl,2,83,-5.4,-7,2,6,-3,-2.3,-7
C[C@@H](NC(=O)c1coc(=O)c(Br)c1)c1ccccc1,-20,95,-1.0,13,4,-1,1,-1.1,-20
Cc1ccc(C(=O)NC(C)C2CCCO2)o1 (stereo unspecified),-13,100,-3.2,9,-6,0,2,-1.9,58
COC(=O)c1ccc(C(=O)OC)c(NC(=O)CSCC(=O)O)c1,2,70,-0.9,22,-7,10,8,0.4,24
CCCCOc1[nH]c2nc(-c3ccco3)n(Cc3ccco3)c(=N)c2c1C#N,-14,100,-0.6,25,-8,39*,-2,-2.8,7
Cc1ccc(-c2cc(C(=O)NCCCN3CCOCC3)c3ccccc3n2)cc1C,1,101,-2.7,8,17,-49,0,-1.6,8
C(#CCN1CCOCC1)COCCCOC(c1ccccc1)c1ccccc1,-9,97,-3.4,-10,-20,2,-2,0.8,25
O=C(CSCc1nc2ccccc2[nH]1)Nc1ccccc1,17,102,-2.5,-1,0,-1,4,-3.0,-3
COc1ccccc1N1CCN(C2CCCN(C(=O)CN3CCCC3=O)C2)CC1 (stereo unspecified),-8,102,-3.2,2,-9,2,3,1.1,42
COc1cccc(OCC(=O)Nc2c3c(nn2-c2ccc(F)cc2)CS(=O)(=O)C3)c1,9,102,-2.2,20,-19,4,4,0.4,29
CC(C)C(=O)Nc1cccc(NC(=O)CCN2C(=O)c3ccccc3S2(=O)=O)c1,-8,112,-3.4,26,-13,2,4,-2.9,-11
CCN(CC)CCOC(=O)c1ccc(N/C=C(/C#N)c2nc(-c3cccc(OC)c3)cs2)cc1,-4,31*[inhibitor],-4.2,-12,3,-79,.,-2.2,13
Cc1c(CN(C)C(=O)c2ccc(Br)o2)cnn1C,1,99,0.0,31,-5,-2,-2,0.3,-19
CCOc1ccc2nc(N/C(N)=N/C(=S)Nc3cccc(C)c3)nc(C)c2c1,-9,100,-3.7,0,-4,-4,8,-2.8,18
CCOC(=O)Cc1csc(NC(=O)CSc2nnnn2-c2ccc(CC)cc2)n1,1,101,0.3,-10,-30,-6,1,-2.9,-10
O=C(O)CCN1C(=O)/C(=C\c2cccc(Oc3ccccc3)c2)SC1=S,-18,106,0.4,39,7,3,2,0.7,20
CC(O)c1nc2ccccc2n1C1CCCCC1 (stereo unspecified),-4,99,2.3,-4,-5,-6,5,-0.2,-6
Cn1c(SCCN2CCCC2)nnc1C1CCN(S(=O)(=O)c2cccc(F)c2)CC1,-2,99,0.5,3,10,3,4,1.1,30
COCCCNC(=O)c1c[nH]c2ccc(S(=O)(=O)N3CCc4ccccc43)cc2c1=O,10,102,-1.8,4,7,9,-1,-2.6,-1
CCn1nnnc1NCc1ccc(Cl)cc1,-10,99,-5.1,7,-1,3,3,-3.4,41
CCc1cccc(C)c1NC(=O)Cn1nc(C)n2cccc2c1=O,-8,102,-0.9,8,-10,10,-1,-1.6,12
CC1=CC(=O)N(c2cccc(C(F)(F)F)c2)C1c1ccc(Cl)cc1 (stereo unspecified),-7,103,3.2,-14,-19,-13,4,0.4,-13
CCN(CC)c1ccc(NC(=S)NC(=O)C2CCC2)cc1,0,102,-1.6,-5,-17,-3,10,-3.6,47
Cc1ccccc1C(=O)c1cccn1CC(=O)NC1CCCC(C)C1C (stereo unspecified),-19,100,-2.2,1,-44,23,1,-1.0,17
NS(=O)(=O)c1ccc(NC(=O)COC(=O)C2CCCCC2)cc1,-1,92,-0.4,4,-5,-5,3,0.2,-26
Brc1ccc(Sc2cnc3ccccc3n2)cc1,-4,98,-1.8,6,-2,0,3,-3.8,-46
CCc1ccc(C(=O)N2CCCC2)s1,0,101,-2.5,4,3,-10,4,-0.6,38
COc1ccccc1N1CCN(C(=O)c2cccc3c(=O)c(C)c(-c4ccccc4)oc23)CC1,-1,109,-1.8,-20,-17,-4,-19,-2.4,-20
CCOc1cccc(C(=O)Nc2ccc3ccccc3c2)c1,10,102,-1.6,-14,-11,4,-6,-0.2,14
CCN(CC)c1ccc2c(Cl)c(Br)c(=O)oc2c1,-99,90,-3.8,-13,-4,12,-2,3.2,-1
CC(=O)Nc1cccc(-n2c(=O)n(Cc3ccccc3)c(=O)c3[nH]cnc32)c1,-5,104,-2.4,19,-8,0,4,-1.0,.
CC1(C)CC(=O)N(c2ccc(Cl)cc2Cl)C(=O)C1,-3,113,-2.6,-10,-3,-8,1,-2.4,.
COc1ccc(NC(=O)c2ccc(NC(=O)CN(C)CC(=O)Nc3c(C)cccc3C)cc2)cc1,9,93,-0.1,6,-15,-5,-7,-0.5,37
COC(=O)c1ccc(COc2cccc3c2CCN(Cc2cccc(C)c2)C3=O)o1,4,104,-4.7,-27,-29,-24,4,-3.1,-1
Cc1ccc(/C=N\NC(=O)c2cc([N+](=O)[O-])cc([N+](=O)[O-])c2)o1,6,104,-3.1,-6,11,-1,1,-3.0,3
COc1ccc(CC(=O)Nc2c3c(nn2-c2cccc(C)c2C)CS(=O)(=O)C3)cc1,-4,97,-4.4,11,-14,3,-1,-3.7,28
O=C1CC[C@@H](C(=O)N2CSC[C@H]2C(=O)O)N1,0,110&102,-0.2,3,0,-11,-1,-1.9,16
O=c1[nH][nH]c(-c2ccccc2O)c1C(C[N+](=O)[O-])c1ccc(Br)cc1 (stereo unspecified),6,98,-1.8,30,-20,11,-4,-0.4,0
C=CCNC(=S)Nc1cccc(NC(=S)NCC=C)c1,-1,101,-0.2,-9,-1,-5,-1,-2.8,-2
COc1ccc(-n2cnnc2SCC(=O)Nc2ccc(C(N)=O)cc2)cc1,2,99,-0.7,14,-7,8,-3,-1.0,20
Cc1ccccc1OCC(=O)Nc1nnc(C2CCCCC2)s1,-13,94,-1.0,6,-7,-6,7,-1.3,7
O=[N+]([O-])c1ccc(N/N=C/c2cn(Cc3ccc(F)cc3)c3ccccc23)nc1,-46,108,-4.5,13,-6,10,3,-3.2,-31
Cc1ccc2cc(C(c3nnnn3C3CCCC3)N3CCN(c4ccccc4)CC3)c(=O)[nH]c2c1 (stereo unspecified),-5,103,-1.5,25,-13,7,0,-2.3,-25
Cc1nc2c(-c3ccc(F)cc3)c(C)nn2c(C)c1CCC(=O)NCc1ccco1,-14,98,-1.5,10,-9,11,4,-0.9,-13
O=S(=O)(Nc1ccon1)c1ccc(Br)cc1,-8,96,-4.2,5,0,-4,5,-2.4,23
COc1ccc(/C=C(/C#N)c2cccnc2)cc1OC,-22,95,-2.5,5,-10,8,3,0.3,-11
C=CCNC(=O)C1CCN(S(=O)(=O)c2ccc(Br)cc2)CC1,-14,95,-5.4,20,-5,6,0,-0.4,1
Cc1ccc(C(=O)OCC(=O)Nc2ncc(Cl)cc2Cl)cc1NC(=O)c1ccco1,3,96,-5.0,6,-27,8,2,-2.8,9
CCN(CC)S(=O)(=O)c1cccc(NC(=O)CNc2cccc(S(=O)(=O)N3CCCC3)c2)c1,-20,106,-0.5,6,-30,-5,5,-0.3,38
CCn1c(COc2ccccc2)nc2ccccc21,-5,111,3.5,7,-13,-1,2,-0.7,-6
CCc1nn2c(=O)c(S(=O)(=O)Nc3cccc(F)c3)c(C)nc2s1,-10,99,-1.3,2,-9,6,6,-0.6,32
C[C@@]12C(=O)N(Cc3ccc(-c4ccccc4)cc3)CC(=O)N1[C@H](/C=C/c1ccccc1)[C@@H]1C(=O)N(c3ccccc3)C(=O)[C@@H]12,-6,105,-0.2,-11,-18,-35,-1,-0.2,-16
COc1ccccc1N1CCN(C(c2ccccn2)c2nnnn2C2CCCCC2)CC1 (stereo unspecified),-21,102,-1.4,-12,-30,7,8,-1.1,13
COc1ccc(N2CCN(c3nc(Cl)nc(Nc4ccc(F)cc4)n3)CC2)cc1,1,97,-2.5,-18,-3,-9,1,1.1,-13
CCC(C)NC(=O)c1ccc(C(=O)c2ccccc2)cc1 (stereo unspecified),7,95,-5.3,2,-4,-5,6,-4.5,17
Cn1cc(Cl)c(C(=O)NC2CCCCCC2)n1,-4,101,0.3,-4,-2,6,7,-2.3,-10
Cc1cc(C)c2nc(SCCC#N)nc(C)c2c1,-4,107,-3.3,18,-17,-8,-1,0.5,10
Cc1cc(NC(=O)CCC(=O)N(Cc2ccco2)C2(C(=O)NC3CCCC3)CCC(C)CC2)no1 (stereo unspecified),-11,100,-5.6,4,-50,10,-2,-4.3,-15
COC(=O)C1=C(C)N(Cc2cccnc2)C(=O)/C1=C\c1cccs1,10,95,-2.3,13,-4,-8,.,2.8,12
CCCOc1ccc(N2C(=O)CC(N3CCC(c4nc5ccccc5o4)CC3)C2=O)cc1 (stereo unspecified),-6,105,-1.2,11,-31,-6,.,-1.5,20
# The listing continues.
SMILES,p-CIP stab down,MEKK3 PB1 HTS,IMP-1 inhibitor,SUMO HTRF inh,DNA FID counter,NS3 helicase inh,IDE cell activ,VIM-2 inhibitor,PHOSPHO1 inh
CCc1c(C)nc(SC/C=C/c2ccccc2)[nH]c1=O,-4,103,-1.7,6,-29,0,4,-2.1,18
CCC(=O)N(C1=C(NC)C(=O)c2ccccc2C1=O)C(C)C,-5,105,-0.3,32,-2,18,-2,-2.5,-7
CC(=O)N1CCc2ccc(S(=O)(=O)Nc3ccccc3Cl)cc21,3,95,-0.6,-5,-4,-7,3,-2.5,16
Cc1ccc(NC(=O)c2ccccc2OCc2ccc([N+](=O)[O-])cc2)nc1,-3,107,-0.9,16,0,-11,5,-2.9,-1
COc1ccc(C(=O)C2=NN(C(C)=O)CC2c2ccco2)cc1 (stereo unspecified),8,107,-3.1,-2,-12,8,-1,2.2,-3
CC1CCc2c(C(=O)Nc3ccc(OC(F)(F)F)cc3)csc2C1 (stereo unspecified),4,105,-0.8,-22,0,-14,5,-2.8,-9
NC(=O)/C(=N\OC(=O)c1ccco1)c1nc(-c2ccc(Br)cc2)cs1,-8,99,-1.8,16,0,5,2,-3.8,20
